QS inhibitor = S. aureus quorum sensing inhibitors, primary screen, RNAIII-GFP reporter, flow cytometry | S. aureus RN6390 RNAIII-GFP reporter, AIP-induced, flow cytometry 3 h | inhibition, % at 2 µM | 24,000 tested, 0.3% active;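 active = share of bacteria positive for the green fluorescent reporter and its mean brightness both inhibited by 50% or more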;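 note: 0% = AIP-stimulated control and 100% = unstimulated bacteria without AIP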
QS inhibitor GFP MFI % = recorded beside QS inhibitor, whose call it bears; inhibition, %; measured here: inhibition of GFP MFI
Starred values were filed as active, the others as inactive; & = joins results of further samples. A portion of the library; count on the stated rates, not on these rows.

entry	SMILES	QS inhibitor	QS inhibitor GFP MFI %
1	CCOc1ccc(-n2c(C)nc3cc(C(=O)NCCCN4CCOCC4)ccc32)cc1	-7	-27
2	CCCCOc1ccc(C(=O)Nc2cccc(C)n2)cc1	2	14
3	CCCN(CCC)S(=O)(=O)c1ccc(C(=O)Nc2nnc(CSC)o2)cc1	16	36
4	CCC1Oc2ccc(C)cc2N(CC(=O)NCCN2CCCCCC2)C1=O (centres undefined)	-6	-14
5	O=C(CCN1C(=O)C2C3C=CC(C3)C2C1=O)Nc1nccs1 (centres undefined)	1	2
6	CC(=O)c1cccc(NC(=O)Nc2ccc3c(c2)N(C)C(=O)CS3)c1	-2	6
7	CCN1C(=O)CC(C(=O)Nc2ccc(F)cc2)SC1=Nc1cccc(OC)c1 (centres undefined)	5	11
8	CCOc1cc2c(cc1OCC)C(c1ccc(O)c(OC)c1)NCC2 (centres undefined)	-5	-13
9	CCN(CC)C(=O)CCC(=O)Nc1ccc(C(=O)OC)cc1	1	0
10	COc1ccc(CCN2CC(C#N)=C3c4cc(OC)c(OC)cc4CCN3C2)cc1OC	-2	29
11	CCCOC(=O)C1[C@H]2C(=O)N(CCCOC)C[C@]23C=C[C@H]1O3 (some centres undefined)	-3	-18
12	Cc1ccc(-c2nnc3ccc(SCC(=O)Nc4cc(C)on4)nn23)cc1	9	3

By substructure: those above containing an aryl methoxy group
entry	SMILES	QS inhibitor	QS inhibitor GFP MFI %
7	CCN1C(=O)CC(C(=O)Nc2ccc(F)cc2)SC1=Nc1cccc(OC)c1 (centres undefined)	5	11
8	CCOc1cc2c(cc1OCC)C(c1ccc(O)c(OC)c1)NCC2 (centres undefined)	-5	-13
10	COc1ccc(CCN2CC(C#N)=C3c4cc(OC)c(OC)cc4CCN3C2)cc1OC	-2	29

More structures.
entry	SMILES	QS inhibitor	QS inhibitor GFP MFI %
13	O=c1[nH]ncc2c3ccccc3n(Cc3ccc(F)cc3)c12	-2	3
14	CCOc1ccc(-c2cn(S(=O)(=O)c3cccc4nsnc34)nc2N)cc1	3	27
15	CCOc1ccccc1NC(=O)N1CCCC1C(=O)Nc1nnc(CC)s1 (centres undefined)	0	4
16	CCOC(=O)CNC(=O)Cn1cnc2c(nnn2-c2ccc(F)cc2)c1=O	1	-39
17	COc1ccccc1NC(=O)N1CCN(c2ccccn2)CC1	-1	-48
18	CC1=C(C#N)C(c2ccoc2)C(C(=O)OCc2ccccc2)=C(N)S1 (centres undefined)	5	14
19	CCCCOc1cc(C(=O)NCCN(CC)CC)c2ccccc2n1	4&-2	7&-10
20	O=C1c2ccccc2C(O)N1c1ccc(Cl)cc1 (centres undefined)	-1	-3
21	O=C(NCCc1cn2ccccc2n1)c1ccccc1F	10	23
22	CC1CCCCC1NC(=O)CN(C)S(=O)(=O)c1cccc2nsnc12 (centres undefined)	-12	-15
23	CCOc1ccc(S(=O)(=O)Nc2ccccc2C(=O)Nc2ccccc2N2CCOCC2)cc1	5	14
24	NC(=O)N1c2ccccc2C=Cc2ccccc21	-1	-14

3 compounds from above, arranged by SMILES length, rising:
entry	SMILES	QS inhibitor	QS inhibitor GFP MFI %
19	CCCCOc1cc(C(=O)NCCN(CC)CC)c2ccccc2n1	4&-2	7&-10
15	CCOc1ccccc1NC(=O)N1CCCC1C(=O)Nc1nnc(CC)s1 (centres undefined)	0	4
14	CCOc1ccc(-c2cn(S(=O)(=O)c3cccc4nsnc34)nc2N)cc1	3	27

(more compounds)
entry	SMILES	QS inhibitor	QS inhibitor GFP MFI %
25	CN(c1nnc(N)s1)C1CCCCC1	-2	1
26	CCCCN(CCCC)CCn1cnc2c([nH]c3ccc(OC)cc32)c1=O	0	12
27	COc1cc(NC(=O)NC(C)(C(F)(F)F)C(F)(F)F)cc(OC)c1OC	-1	8
28	CC(=O)Nc1nonc1-n1nnc(C(=O)NCc2ccccc2)c1C	-3	-4
29	Cc1cc(C)cc(-n2nnc(C(=O)NCc3ccccc3Cl)c2N)c1	1	-5
30	Cc1ccccc1NC(=O)CC1SC(=NC2CCCCC2)NC1=O (centres undefined)	3	17
31	CCCC1(C(=O)OC)NC(c2cc(OC)c(OC)c(OC)c2)C2C(=O)N(CC)C(=O)C21 (centres undefined)	-1	-2
32	CCOC(=O)Cn1c(=O)oc2cc(S(=O)(=O)Nc3cccc(C)c3)ccc21	-7	-22
33	Cc1oc(C(=O)O)cc1CSCc1cc(C(=O)O)c(C)o1	-2	1
34	CC(C)(C)NS(=O)(=O)c1ccc(CCC(=O)O)cc1	-1	1
35	CCOC(=O)Cn1nnnc1C(C(C)C)N(Cc1cc2c(C)cc(C)cc2[nH]c1=O)C1CCCC1 (centres undefined)	-2	-8
36	Cc1sc(NC(=O)c2cccs2)nc1-c1ccccc1	-3	-19
37	COc1ccc(-c2cc(C(=O)NCc3ccccc3)no2)cc1OC	-4	-22
38	COc1cc(OC)c(NC(=O)c2ccco2)cc1Cl	0	4
39	CCN1CCN(C(=O)c2cn(CCOC)c(=O)c3c2c2ccccc2n3C)CC1	0	3
40	O=C(c1ccc(Cl)c(Cl)c1)N1CCOCC1	-1	1
41	Cc1ccc(C)c(Cn2c(=O)n(CCC(=O)NCc3ccco3)c(=O)c3ccccc32)c1	0	-31
42	COc1ccc(C2CC(c3ccccc3)Nc3ncnn32)cc1 (centres undefined)	1	21
43	Cc1ccc(-c2nc(-c3cccnc3)no2)c(C)c1	-2	0
44	CCc1cc2c(=O)c(-c3ccc4c(c3)OCCO4)coc2cc1OC(=O)c1ccco1	-1	36
45	COc1ccc(-c2nc(CS(=O)CC(=O)N3CCCC3)c(C)o2)cc1 (centres undefined)	1	4
46	O=C(NCc1ccccc1)c1ccc(OC2CSC2)cc1	-2	1
47	CCOC(=O)CSC1=Nc2ccccc2C2=NC(CC(=O)NCc3ccccc3)C(=O)N12 (centres undefined)	0	22
48	CCOc1ccccc1-n1c(SCC(=O)NC(C)CC)nnc1-c1ccoc1C (centres undefined)	0	7
49	O=C(Nc1ccc(NC(=O)C2CC2)cn1)c1ccccc1Cl	-2	0
50	COC(=O)c1cc(=O)n(C2CC2)c(=NC2CC2)s1	-4	-20
51	CCCCNC(=O)c1ccc(CS(=O)(=O)c2ccc(OC)cc2)o1	4	15
52	COc1ccc(CC(=O)Nc2ccc(N3CCN(c4ccc(OC)cc4)CC3)c(C#N)c2)cc1	-11	-19
53	COc1ccc(CCn2c(C)cc(C(=O)CSc3nnnn3C)c2C)cc1	1	0
54	CCS(=O)(=O)Nc1ccc(C(=O)CC2(O)C(=O)Nc3ccc(Br)cc32)cc1 (centres undefined)	-5	-4
55	CC(=O)N1CCc2cc(S(=O)(=O)N3CCOCC3)ccc21	3	12
56	CN(CC(=O)Nc1nccs1)S(=O)(=O)c1ccc(F)cc1	-2	8
57	CCN(CC)C(=O)CSc1ncnc2c1nnn2-c1ccc(F)cc1	-3	2
58	Cc1ccc(Nc2nc(CSc3nnnn3C)cs2)cc1	9	19
59	CCCN(CCC)CCCNC(=O)CS(=O)Cc1nc(-c2ccc(OC)c(OC)c2)oc1C (centres undefined)	9	18
60	C/C(=N\O)c1ccc2c3c([nH]c2c1)CCCC3	-2	-5
61	CC[N+](C)(C)c1cccc(O)c1	-2	-6
62	COc1ccc(C)cc1NC(=O)C1CCCN1C(=O)OCc1ccccc1 (centres undefined)	-5	-16
63	COc1cc2c(cc1OC)C(c1ccccc1)N(C(=O)c1ccco1)CC2 (centres undefined)	15	42
64	O=C(NC1CCCCCC1)C1C2C=CC3(CN(Cc4cccnc4)C(=O)C13)O2 (centres undefined)	-2	-1
65	CN1C(=O)C(O)(CC(=O)c2ccc3c(c2)OCO3)c2ccccc21 (centres undefined)	-1	1
66	O=C(CCN1C(=O)C2CC=CCC2C1=O)N1CCN(c2ccccn2)CC1 (centres undefined)	-1	12
67	CCOC(=O)c1cccc(NC(=O)CNS(=O)(=O)c2cccs2)c1	1	5
68	Cc1cc(NC(=O)CN2CCC(O)(c3cccc(F)c3)CC2)no1	1	6
69	Cn1c(=O)oc2cc(S(=O)(=O)NCCC(=O)N3CCc4ccccc43)ccc21	-1	-12
70	Cc1cc(C)c2cc(CN(CCO)C(=O)Nc3ccc(Cl)cc3)c(=O)[nH]c2c1	34	49
71	CCOC(=O)CSc1nnc(CNC(=O)c2cc(OC)c(OC)c(OC)c2)n1C	26	30
72	COC(=O)c1cc(-c2c(C)oc3cc(O)ccc3c2=O)c(C)o1	-2	-10
73	O=C(NCC(c1cccnc1)N1CCN(c2ccc(F)cc2)CC1)c1ccc(F)cc1 (centres undefined)	0	11
74	O=C(CN1CCOCC1)Nc1c2c(nc3c1CCC3)CCC2	-1	-6
75	CCOC(=O)CSc1nc2cc(C(=O)NCC3CCCO3)ccc2c(=O)n1Cc1ccco1 (centres undefined)	-8	-15
76	CC(=O)N(CC1CCCO1)C1(C(=O)NC2CCCC2)CCCCC1 (centres undefined)	-17	-51
77	Cc1ccc(S(=O)(=O)NCC(=O)N(CC(=O)NCc2ccccc2)CC2CCCO2)cc1 (centres undefined)	2	19
78	CCc1ccccc1N(CC)C(=O)c1cn(CC)c(=O)c2cc(OC)c(OC)cc12	-1	2
79	O=c1/c(=C/c2ccco2)sc2nc(-c3ccccc3Br)nn12	0	-12
80	O=C(Nc1ccccc1N1CCN(c2ccccc2)CC1)c1cccc(F)c1	2	6
81	COc1ccc(C2C(C(=O)Nc3ccccc3)=C(C)Nc3nc(CCCO)nn32)cc1 (centres undefined)	-4	-22
82	Cc1ccc(-c2nnc3c4ccccc4c(C)nn23)cc1NC(=O)c1ccco1	9	21
83	CCOc1ccc(CCNC(=O)C2CCCN(S(=O)(=O)c3c(C)n[nH]c3C)C2)cc1OCC (centres undefined)	3	5
84	O=C(CCCc1cccs1)Nc1nc2c(s1)CCCC2	33	55

(list continues)
entry	SMILES	QS inhibitor	QS inhibitor GFP MFI %
85	COc1ccc(Nc2ccc(Cl)cc2)c(C(=O)O)c1	0	2
86	O=C(O)C1CC=CCC1C(=O)Nc1cccc(C(=O)N2CCCCC2)c1 (centres undefined)	0	0
87	CC(Sc1nnnn1C)C(=O)Nc1ccc(Oc2ccccc2)cc1 (centres undefined)	0	-8
88	Cc1sc2ncnc(OCC(=O)N3CCN(S(=O)(=O)c4ccc(Cl)cc4)CC3)c2c1C	2	8
89	COc1ccc(CC(=O)Nc2c3c(nn2-c2cccc(C)c2C)CS(=O)C3)cc1 (centres undefined)	4	11
90	Cc1cc(C)n(-c2ccc(C(=O)Oc3ccc4c(c3)OCO4)cc2)n1	-2	-9
91	COCCOc1nc2ccccc2nc1C	1	10
92	COc1ccccc1-n1c(SC)nc(O)cc1=O	2	5
93	Cc1nc2ccc(S(=O)(=O)NCC(=O)N3CCN(c4ccccc4)CC3)cc2s1	-5	0
94	O=C(CCNS(=O)(=O)c1cccc2nsnc12)N1CC(=O)N(CCc2ccccc2)C(=O)C1	0	11
95	Cc1cc(C)c2nc(N3CCC(C(=O)N4CCN(c5ncccn5)CC4)CC3)sc2c1	-4	-4
96	O=C(c1cc2c(=O)oc3ccccc3c2s1)N1CCN(c2ccccn2)CC1	-1	-9
97	Cc1csc(NC(=O)c2cccc(S(=O)(=O)N3CCCCC3)c2)n1	-1	-6
98	Cc1cc2ccccc2n1CCNC(=O)c1ccc(S(=O)(=O)N2CCOCC2)cc1	0	-3
99	O=C(CCCNS(=O)(=O)c1cccs1)N1CCN(c2ccc(F)cc2)CC1	-9	-24
100	COc1ccccc1N1CCN(C/C(O)=C(\C#N)c2nc(-c3ccccc3)cs2)CC1	0	-2
101	Cc1ccc(C(=O)NC(Cc2c[nH]c3ccccc23)C(=O)O)o1 (centres undefined)	-5	-43
102	CCOCCCNC(=O)C(NC(=O)CC1NC(=O)NC1=O)c1ccc(Cl)cc1 (centres undefined)	-3	-17
103	COc1cccc(N2CCN(C3CC(=O)N(c4ccc(Cl)c(Cl)c4)C3=O)CC2)c1 (centres undefined)	0	54
104	CC(=O)c1ccc(N2CCN(C(=O)c3ccc4c(=O)n(-c5ccccc5)c(=O)[nH]c4c3)CC2)cc1	1	8
105	COc1ccc(C(=O)Nc2ccc3oc(-c4cccc(F)c4)nc3c2)cc1OC	-2	-48
106	Cc1cc(Nc2cccc(C)c2C)n2nc(C)nc2n1	1	8
107	COc1ccccc1NC(=O)CSc1nnc(-c2ccncc2)o1	-1	-1
108	CCOC(=O)C1CCCN(C(=O)c2cccs2)C1 (centres undefined)	0	5
109	O=c1[nH]c2ccc(Cl)cc2c(=O)n1Cc1ccco1	-2	25
110	CCOC(=O)C1CCN(C(=O)C2CCN(S(=O)(=O)c3cccc4cccnc34)CC2)CC1	4	33
111	COC(=O)c1ccccc1NC(=O)C1CC=CCC1C(=O)O (centres undefined)	-3	-17
112	Cc1nn(Cc2ccccc2)c(C)c1NC(=O)c1cc(-c2ccco2)on1	0	9
113	Cc1ccc(CSc2nnc(Cn3c(=O)sc4ccccc43)n2C)cc1	0	-5
114	COc1cc(C)c(C(C)C)cc1S(=O)(=O)n1cnc(C)c1	1	24
115	Cn1c(Cn2c(=O)sc3ccccc32)nnc1SCC(=O)N1CCCCCC1	0	-4
116	CC(C)Cc1cc(C(=O)Nc2ccc(F)cc2F)no1	3	15
117	Cc1ccc2oc(=O)n(CCOc3ccccc3Cl)c2c1	4	12
118	Cc1cc2c(c(Sc3ccccc3)n1)C(=O)OC2	3	6
119	COc1ccc(NC(=O)C(F)(OC)C(F)(F)F)c(OC)c1 (centres undefined)	2	17
120	Cc1noc(C)c1S(=O)(=O)N(C)CC(=O)NCc1ccccc1	-7	-52
121	CCN(Cc1nc2ccccc2c(=O)[nH]1)Cc1cc(=O)oc2cc(C)c(C)cc12	4	13
122	Cc1oc(-c2ccccc2F)nc1CS(=O)(=O)CC(=O)N1CCCCCC1	1	8
123	CCOC(=O)c1c(NCc2ccc3c(c2)OCO3)c2ccccc2[nH]c1=O	0	13
124	O=C(CNS(=O)(=O)c1ccc(Br)s1)N1CCN(c2ncccn2)CC1	-2	-8

Compound activity deposited in PubChem BioAssay by NMMLSC.
